Assay outcomes (PubChem BioAssay)
Bcl-B displacement: displacers of TR3 peptide from Bcl-B, primary screen, selectivity assay for Bfl-1 inhibitor project, biochemical, fluorescence polarization; Bcl-2-like protein 10 (Homo sapiens); FP displacement of FITC-TR3 peptide from Bcl-B; higher % means a stronger effect; displacement, % at 20 µM, or IC50 in µM where a hit was titrated; 96,000 compounds, 0.11% hits;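 active means displacement above 50% at 20 µM plus a fluorescence interference ratio under 1.5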;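 further: plate controls were wells without compound for no effect and wells lacking Bcl-B protein for full effect; a part of the inactive calls stands beside numbers as strong as those of hits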
MRP reversal: reversal of MRP1-mediated doxorubicin resistance, primary screen, H69AR cells, doxorubicin co-treatment. H69AR cells + 2 uM doxorubicin, CellTiter-Glo, 72 h. differential viability (reversal), % at 10 µM. 85,000 compounds, 0.04% hits. AID 602, 2007;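 active means viability drop by adding the cancer drug above about 55%, with treated viability meeting a 40% cutoff, limit read from the data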;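 further: viability without doxorubicin minus viability with 2 µM doxorubicin for each compound; larger differential means the compound sensitizes cells more to doxorubicin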
IL1B NFkB pot: enhancers of NFkB p65 translocation in HUVEC – imaging, IL-1B stimulus, high-content imaging, primary screen | activation, % at 2 µM | AID 819, 2007 | 94,000 compounds, 0.3% hits | HUVEC IL-1B NFkB p65 nuclear translocation imaging;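 active means activation above 40%, about the mean plus 3 SD, also judged a hit on visual image review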;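 further: percent activation is computed from the nuclear over cytoplasmic p65 intensity ratio; values of inactives mirror those of a sister screen read the other way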
PLAP inhibition: PLAP enzyme inhibitors, biochemical, luminescence, HTS (AID 690). Alkaline phosphatase, placental type (Homo sapiens). purified PLAP, luminescent substrate; higher % means a stronger effect. inhibition, % at 20 µM, or IC50 in µM where a hit was titrated. 96,000 compounds, 0.08% hits; in the data active means a potency from the dose series; inactive means the rest, 99 in 100 with inhibition below about 30%; further: strong numbers were not always called active
NFkB transloc inh: inhibitors of IL-1B driven NFkB p65 nuclear import, primary screen, imaging, HUVEC, IL-1B stimulus, high-content imaging; HUVEC IL-1B NFkB p65 nuclear translocation imaging; inhibition, % at 2 µM; 94,000 compounds, 0.43% hits; AID 796, 2007;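 active means inhibition above about 30% together with a positive call from visual inspection of the well image, limit read from the data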;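 further: nuclear over cytoplasmic p65 intensity ratio measured by imaging; 0% = IL-1B stimulated DMSO wells and 100% = unstimulated DMSO wells; values of inactives mirror those of a sister screen read the other way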
MRP reversal cytotoxicity: recorded beside MRP reversal, whose call it bears; viability, %; H69AR cells, CellTiter-Glo, 72 h; measured here: cytotoxicity without doxorubicin
MRP reversal with doxorubicin: recorded beside MRP reversal, whose call it bears; viability, %; measured here: viability with 2 uM doxorubicin; hits give low values
NFkB transloc inh cell count 2 µM: further read-out of NFkB transloc inh, marked with its call; cell count; measured here: cells passing quality filter;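 raw number of nuclei counted in each imaged well without normalization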
IL1B NFkB pot cell count 2 µM: second read-out of IL1B NFkB pot, no call of its own (marks repeat the call); cell count; measured here: cells passing quality filter
Numbers without * were called inactive; . = not tested or not shown.

nr	Molecule	Bcl-B displacement	IL1B NFkB pot cell count 2 µM	PLAP inhibition	NFkB transloc inh cell count 2 µM	MRP reversal cytotoxicity
1	COC(=O)c1ccc(OCCOc2ccc(C(=O)OC)cc2)cc1	16%	53	3%	53	93
2	CC1CCN(C(=O)C2CCN(CC(C)c3ccccc3)CC2)CC1 (centres undefined)	.	125	.	125	101
3	O=C(CCc1ccccc1)Nc1ccncc1	-7%	163	4%	163	104
4	O=C(OCCN1CCN(c2ncc(C(F)(F)F)cc2Cl)CC1)c1ccc(Cl)cc1	-4%	119	-62%	119	.
5	CCOC(=O)c1sc2nc(CSc3nc4ccccc4n3CC)[nH]c(=O)c2c1C	-57%	177	-70%	177	92
6	CCSc1nnc(NC(=O)C2(C)Cc3ccccc3C(=O)O2)s1 (centres undefined)	-2%	159	-6%	159	97
7	Cc1ccc2cc(S(=O)(=O)NCCCC(=O)O)ccc2c1	-12%	77	8%	77	93
8	CC(C)NC(=O)Cn1c(SCC(=O)N2CCCCCC2)nc2ccccc21	-13%	53	9%	53	92
9	CN1CCN(C(=O)c2cn(-c3ccccc3)nc2-c2cccnc2)CC1	-4%	159	-22%	159	99
10	Cc1cccc(NS(=O)(=O)c2cccc3cccnc23)n1	7%	.	-4%	.	92

nr	NFkB transloc inh	IL1B NFkB pot	MRP reversal with doxorubicin	MRP reversal
1	-10	10	88	5
2	7	-7	79	21
3	-38	38	91	12
4	0	1	.	.
5	-4	4	111	-19
6	-10	10	95	2
7	16	-16	92	1
8	-12	12	62	30
9	3	-3	110	-11
10	.	.	91	0

The results go on:
nr	Molecule	Bcl-B displacement	IL1B NFkB pot cell count 2 µM	PLAP inhibition	NFkB transloc inh cell count 2 µM	MRP reversal cytotoxicity
11	Cc1c(NC(=O)c2cc(-c3ccc4c(c3)OCO4)on2)c(=O)n(-c2ccccc2)n1C	-5%	.	18%	.	82
12	COc1ccc(Cc2nnc(NS(=O)(=O)Cc3ccccc3)s2)cc1	6%	133	9%	133	86
13	COc1ccccc1C1/C(=C(/O)c2ccc(Cl)cc2)C(=O)C(=O)N1CCN1CCOCC1 (centres undefined)	-15%	179	-35%	179	92
14	Cc1cc(C(=O)Nc2ccccn2)no1	-1%	131	12%	131	91
15	COc1ccc(C(=O)COC(=O)CCn2nnc(-c3cccs3)n2)cc1	-9%	157	18%	157	115
16	C/C(=C1\SC(N2CCOCC2)=NC1=O)c1ccccc1	5%	.	8%	.	94
17	O=C(c1cc2c(s1)CCCCC2)N1CCN(c2ncccn2)CC1	-2%	132	-9%	132	99
18	CCCn1nnc(NC(=O)c2ccccc2Br)n1	-3%	176	2%	176	105
19	CCCc1cc(=O)[nH]c(SCC(=O)c2cc(C)n(C3CC3)c2C)n1	-7%	154	-8%	154	82
20	CCN(CC)CC(C)CNC(=O)CC(C(=O)N1CCc2ccccc21)n1ccnc1 (centres undefined)	.	136	.	136	106

nr	NFkB transloc inh	IL1B NFkB pot	MRP reversal with doxorubicin	MRP reversal
11	.	.	99	-17
12	14	-14	104	-19
13	-5	5	89	2
14	6	-6	101	-10
15	-16	16	117	-2
16	.	.	72	23
17	-25	25	94	6
18	-14	14	104	1
19	2	-2	86	-4
20	-1	1	96	10

Next records
nr	Molecule	Bcl-B displacement	IL1B NFkB pot cell count 2 µM	PLAP inhibition	NFkB transloc inh cell count 2 µM	MRP reversal cytotoxicity
21	Clc1ccc(Oc2cccc(/C=N/n3cnnc3)c2)cc1	-15%	165	-11%	165	83
22	C=CCOC(=O)/C(=C/c1ccco1)NC(=O)/C=C/c1ccccc1	-30%	177	-9%	177	101
23	O=C(O)c1cccnc1SC1CC(=O)N(CCc2ccccc2)C1=O (centres undefined)	4%	190	-50%	190	94
24	COc1ccccc1/C=C/C(=O)NC(=S)N(C)C1CCCCC1	-5%	136	-6%	136	.
25	O=C1Nc2ccccc2/C1=N/c1sc2c(c1C(=O)NCCc1ccccc1)CCCC2	-20%	135	-11%	135	.
26	CCOc1ccc(Nc2nc(Cc3nnc(SCC(N)=O)o3)cs2)cc1	-1%	.	18%	.	.
27	COc1cc(C(C)=O)ccc1OCC(O)CN1CCN(S(=O)(=O)c2ccccc2)CC1 (centres undefined)	-6%	104	-19%	104	68
28	CCOC(=O)C1=C(C)NC(SCC(=O)O)=NC1c1ccccc1 (centres undefined)	4%	.	-8%	.	106
29	Cc1c(Nc2ncnc3nc[nH]c23)c(=O)n(-c2ccccc2)n1C	-2%	.	-1%	.	89
30	COc1cc(NC(=O)CC2NCCNC2=O)cc(OC)c1 (centres undefined)	2%	189	6%	189	.

nr	NFkB transloc inh	IL1B NFkB pot	MRP reversal with doxorubicin	MRP reversal
21	-16	16	73	10
22	-2	2	85	16
23	-7	7	100	-6
24	-1	1	.	.
25	-14	14	.	.
26	.	.	.	.
27	-4	4	40	28
28	.	.	96	10
29	.	.	103	-13
30	0	0	.	.

Going on with the list:
nr	Molecule	Bcl-B displacement	IL1B NFkB pot cell count 2 µM	PLAP inhibition	NFkB transloc inh cell count 2 µM	MRP reversal cytotoxicity
31	Cn1c(CNC(=O)c2ccco2)nnc1SCC(=O)Nc1cccc(Br)c1	1%	125	11%	125	90
32	Cc1ccc(-c2nn(CC(=O)Nc3ccc4c(c3)nc3n4CCOC3)c(=O)c3ccccc23)cc1	-15%	126	5%	126	89
33	COc1ccc(N(Cc2cc3cc(OC)ccc3[nH]c2=O)C(=O)C2CCCO2)cc1 (centres undefined)	2%	123	-16%	123	95
34	COc1ccccc1NC(=O)CSc1nnc(Cc2cccn2C)n1-c1ccc(F)cc1	-8%	57	-49%	57	79
35	COc1ccc(CNC(=S)Nc2cc(C)cc(C)c2)cc1	0%	165	-24%	165	86
36	CCCn1nc2ccccc2c1P(=N)(N1CCOCC1)N1CCOCC1	-4%	127	21%	127	101
37	CCOC(=O)c1c(C)nc2sc(C(N)=O)c(N)c2c1-c1ccccc1	3%	148	2%	148	.
38	Cc1ccc(C)c(NS(=O)(=O)c2cc(C(=O)N3CCc4ccccc4C3)ccc2Cl)c1	2%	132	-16%	132	.
39	Cc1ccc(Nc2nnc(SCn3nnc4ccccc4c3=O)s2)cc1	10%	169	0%	169	.
40	CCOC(=O)Cn1c(=O)c2c(nc(N3CCCCC3)n2Cc2ccccc2)n(C)c1=O	1%	74	-54%	74	24

nr	NFkB transloc inh	IL1B NFkB pot	MRP reversal with doxorubicin	MRP reversal
31	-12	12	96	-7
32	-6	6	83	6
33	6	-6	101	-5
34	-1	1	87	-8
35	-2	3	95	-9
36	-27	27	96	5
37	17	-17	.	.
38	-2	2	.	.
39	-35	35	.	.
40	1	-1	46	-22

Brought forward from above: 6 compounds; new compounds follow.
nr	Molecule	Bcl-B displacement	IL1B NFkB pot cell count 2 µM	PLAP inhibition	NFkB transloc inh cell count 2 µM	MRP reversal cytotoxicity
35	COc1ccc(CNC(=S)Nc2cc(C)cc(C)c2)cc1	0%	165	-24%	165	86
36	CCCn1nc2ccccc2c1P(=N)(N1CCOCC1)N1CCOCC1	-4%	127	21%	127	101
37	CCOC(=O)c1c(C)nc2sc(C(N)=O)c(N)c2c1-c1ccccc1	3%	148	2%	148	.
38	Cc1ccc(C)c(NS(=O)(=O)c2cc(C(=O)N3CCc4ccccc4C3)ccc2Cl)c1	2%	132	-16%	132	.
39	Cc1ccc(Nc2nnc(SCn3nnc4ccccc4c3=O)s2)cc1	10%	169	0%	169	.
40	CCOC(=O)Cn1c(=O)c2c(nc(N3CCCCC3)n2Cc2ccccc2)n(C)c1=O	1%	74	-54%	74	24
41	COc1cccc2c(=O)n(CC(=O)Nc3cccc(F)c3)ccc12	0%	76	33%	76	101
42	CCOC(=O)C1=C(O)/C(=C/c2ccc(-c3ccccc3C(=O)O)o2)SC1=Nc1ccc(OC)cc1	-15%	188	-51%	188	.
43	CCC(C)C(NC=C1C(=O)OC(C)(C)OC1=O)C(=O)O (centres undefined)	-4%	152	15%	152	93
44	CCNC(=O)c1cc2c(=O)n3cccc(C)c3nc2n(CCc2ccccc2)c1=N	8%	104	-48%	104	72
45	Cn1c(=O)c2c(nc(SCc3nn[nH]n3)n2Cc2ccccc2F)n(C)c1=O	.	120	.	120	91
46	CCOc1ncccc1C(=O)OCCN1C(=O)c2ccccc2C1=O	-2%	155	-5%	155	85
47	COC(=O)c1ccc(OC)c(CSc2nnc(COc3ccccc3)o2)c1	0%	156	17%	156	89
48	COCCCNCCCCOc1c(Cl)cc(C)cc1Br	12%	149	-13%	149	.
49	Cc1ccc(-n2c(=O)c3sccc3n(CC(=O)NCc3ccco3)c2=O)cc1	-1%	119	0%	119	80
50	CC(C)n1c(C(=O)OCC(=O)NCc2ccc3c(c2)OCO3)cc2sccc21	10%	78	-3%	78	46

nr	NFkB transloc inh	IL1B NFkB pot	MRP reversal with doxorubicin	MRP reversal
35	-2	3	95	-9
36	-27	27	96	5
37	17	-17	.	.
38	-2	2	.	.
39	-35	35	.	.
40	1	-1	46	-22
41	-19	19	87	14
42	-5	5	.	.
43	-11	11	87	6
44	-6	6	75	-4
45	2	-2	107	-16
46	-6	6	86	-1
47	11	-11	78	11
48	-9	9	.	.
49	-6	6	83	-3
50	0	0	70	-24

(list continues)
nr	Molecule	Bcl-B displacement	IL1B NFkB pot cell count 2 µM	PLAP inhibition	NFkB transloc inh cell count 2 µM	MRP reversal cytotoxicity
51	COC(=O)c1ccc(Oc2cc(C)nc(NCc3ccccc3)n2)cc1	-10%	70	10%	70	85
52	O=C(O)C1CC=CCC1C(=O)NCc1cn2ccccc2n1 (centres undefined)	12%	162	-5%	162	101
53	COCCCNC(=O)CC1Oc2ccccc2NC1=O (centres undefined)	3%	43	3%	43	107
54	Cc1ccc(NC(=O)c2cnn(-c3ccccc3)c2NC(=O)c2ccco2)cc1C	-3%	87	-2%	87	.
55	O=C(NCCN1CCOCC1)c1csc2c1CCCC2	-2%	96	-27%	96	96
56	CC(C)NS(=O)(=O)c1ccc(OCC(=O)NCCC2=CCCCC2)cc1	-2%	167	23%	167	90
57	CCc1nn(C(C)C(=O)N2CCc3ccccc3C2)c(=O)c2cc3occc3n12 (centres undefined)	-2%	.	-54%	.	.
58	CCOC(=O)Cc1nnc(NC(=O)CSc2ccc(C)cc2)s1	4%	103	2%	103	.

nr	NFkB transloc inh	IL1B NFkB pot	MRP reversal with doxorubicin	MRP reversal
51	4	-4	82	3
52	8	-8	97	4
53	1	-1	100	7
54	8	-8	.	.
55	-2	2	88	9
56	-4	4	79	11
57	.	.	.	.
58	-11	11	.	.

Some of the compounds tested; the hit share may differ from the screen's.
